697 NFkB inh – lowers PMA/ionomycin-induced NF-kB signal in 697 B cells | 697 B-cell NF-kB luciferase reporter, 16 h | inhibition, % at 4 µM | actives 0.33% (n = 330,000); in the data active = inhibition above about 35%
Gli-Sufu block – blocks Gli-Sufu signaling in a luciferase reporter; Sufu-KO-LIGHT fibroblasts, Gli luciferase reporter luminescence; inhibition, % at 5 µM; actives 0.74% (n = 340,000);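 active = inhibition above about 55%, limit read from the data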;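 note: 0% = DMSO-treated cells and 100% = wells with medium but no cells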
Apaf-1 inh – blocks human Apaf-1 apoptosome activity. reconstituted apoptosome caspase-3 activity, DEVD-Rh110 fluorescence. inhibition, % at 20 µM. actives 0.71% (n = 330,000); active = inhibition of at least 40% at 20 µM;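 note: plate controls were DMSO wells for no effect and DEVD-CHO caspase inhibitor wells for full effect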
Target sequence (O14727 whole entry, looked up): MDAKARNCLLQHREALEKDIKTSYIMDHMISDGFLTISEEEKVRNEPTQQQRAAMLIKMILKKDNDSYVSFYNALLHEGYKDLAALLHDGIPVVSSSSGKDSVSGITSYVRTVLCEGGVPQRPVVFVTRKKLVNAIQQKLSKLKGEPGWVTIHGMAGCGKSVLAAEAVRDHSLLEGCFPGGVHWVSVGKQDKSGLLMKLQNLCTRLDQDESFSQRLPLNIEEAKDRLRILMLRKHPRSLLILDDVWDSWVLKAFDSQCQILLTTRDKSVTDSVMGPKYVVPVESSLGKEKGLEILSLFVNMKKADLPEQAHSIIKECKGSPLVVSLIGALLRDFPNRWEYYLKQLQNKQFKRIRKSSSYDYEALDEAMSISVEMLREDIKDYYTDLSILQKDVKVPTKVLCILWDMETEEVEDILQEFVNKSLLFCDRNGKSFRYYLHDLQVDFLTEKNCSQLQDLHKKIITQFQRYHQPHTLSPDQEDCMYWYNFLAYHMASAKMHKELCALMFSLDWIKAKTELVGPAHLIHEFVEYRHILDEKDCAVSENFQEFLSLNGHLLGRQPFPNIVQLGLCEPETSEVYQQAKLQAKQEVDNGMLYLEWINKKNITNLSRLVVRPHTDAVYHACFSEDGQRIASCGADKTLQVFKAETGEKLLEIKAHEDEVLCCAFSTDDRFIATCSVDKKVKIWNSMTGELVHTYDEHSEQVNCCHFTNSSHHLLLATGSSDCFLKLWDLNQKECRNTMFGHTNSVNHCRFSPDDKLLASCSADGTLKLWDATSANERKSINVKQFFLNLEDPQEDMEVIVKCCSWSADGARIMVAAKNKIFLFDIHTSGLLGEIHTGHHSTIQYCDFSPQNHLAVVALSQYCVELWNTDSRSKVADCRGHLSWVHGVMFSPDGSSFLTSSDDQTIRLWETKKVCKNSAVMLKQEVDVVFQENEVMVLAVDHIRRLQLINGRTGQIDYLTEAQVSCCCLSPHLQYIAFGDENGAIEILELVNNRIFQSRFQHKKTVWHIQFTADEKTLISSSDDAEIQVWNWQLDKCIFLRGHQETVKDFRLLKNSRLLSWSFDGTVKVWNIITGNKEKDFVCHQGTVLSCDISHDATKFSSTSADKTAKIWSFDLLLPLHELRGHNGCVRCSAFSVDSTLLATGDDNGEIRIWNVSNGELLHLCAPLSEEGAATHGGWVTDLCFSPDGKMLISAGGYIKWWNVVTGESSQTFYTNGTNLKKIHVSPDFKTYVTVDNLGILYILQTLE
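detection = Rh110 fluorescence intensity | test system = biochemical Apaf-1 apoptosome reconstitution | also added = cytochrome c and DEVD-Rh110 substrate | schedule = 30 min plus 50 min, RT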
UBC13 polyUb – inhibitors of human UBC13 polyubiquitin chain formation; actives 0.47% (n = 330,000); AID 485273; inhibition, % at 20 µM; P61088; TR-FRET; in the data active = inhibition above about 45%, passing the limit was not always enough
Jurkat NFkB inh – inhibitors of the PMA/ionomycin-induced NF-kB reporter in Jurkat cells | PMA/ionomycin-induced NF-kB luciferase reporter, luminescence | inhibition, % at 4 µM | actives 0.53% (n = 330,000) | AID 435003
EBI2 antag – EBI2 (human) antagonism; AID 651636; P32249; EBI2 beta-arrestin recruitment, luminescence, 7a,25-OHC stimulated; inhibition, % at 5 µM; actives 0.81% (n = 360,000); in the data active = inhibition above about 38%;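 note: enzyme fragment complementation signal reports receptor beta-arrestin coupling in cells; 0% = agonist plus DMSO wells and 100% = wells without agonist; some results beyond the cut were filed as inactive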
SENP8 inh – inhibitors of human SENP8 protease | AID 2540 | actives 1.2% (n = 330,000) | purified SENP8, Z-RLRGG-aminoluciferin cleavage, luminescence | inhibition, % at 10 µM | Q96LD8
CCR6 antagonist – blocks CCL20-driven beta-arrestin recruitment at human CCR6. P51684. CHO-K1 CCR6 PathHunter beta-arrestin, luminescence, CCL20-stimulated. inhibition, % at 20 µM. actives 0.49% (n = 340,000). AID 493098;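 active = compounds whose inhibition of the agonist-driven luminescence signal at 20 µM reaches about 50%, limit read from the data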;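 note: cells stimulated with CCL20 at 14 nM final; plate controls were DMSO with CCL20 for no effect and DMSO without agonist for full effect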
* = called active by the depositor. Cut-off read from the data, not from the text of the source, unless noted: active = inhibition above about 50%; inactive = the rest. This is a subset, so the mix of outcomes need not match the whole.

SMILES	697 NFkB inh	Gli-Sufu block	Apaf-1 inh	UBC13 polyUb	Jurkat NFkB inh	EBI2 antag	SENP8 inh	CCR6 antagonist
Cc1ccc(C(=O)N/C(=C\c2cn(C)c3ccccc23)C(=O)NCCCN2CCOCC2)cc1	-8	18	-3	-2	1	7	-12	9
COc1ccc(NC(=O)CSc2ncnc3c2cnn3CCc2ccccc2)cc1	-24	-1	6	4	-8	-2	20	3
COC(=O)CN(C)C(=O)c1ccc2nc(Cc3cccc(Cl)c3)oc2c1	-107	-10	1	-16	-78	-2	-5	16
CC(C)Oc1ccc(Cc2cnc(=S)[nH]c2N)cc1	-3	5	-5	2	-2	-8	-9	0
CS(=O)(=O)N(CC(=O)N1CCCCC1)c1ccc(Cl)c(C(F)(F)F)c1	-6	5	-6	2	-7	5	-14	-9
Cc1cccc(CCNS(=O)(=O)c2ccc3c(c2)NC(=O)C(C)S3)c1 (stereo unspecified)	-26	2	15	-6	1	-3	-5	12
Cc1ccc2[nH]c(-c3ccccc3)c(CN3CCCC3)c(=O)c2c1	-12	6	-9	-5	-11	-5	-7	-9
Cc1ccc(-n2nnnc2CNC(=O)C2CC(=O)N(c3ccc(F)cc3)C2)cc1C (stereo unspecified)	3	-17	7	-3	0	-2	1	0
COc1ccccc1C(CNc1ncnc2sc(C)c(C)c12)N(C)C (stereo unspecified)	-6	5	5	0	9	2	1	-2
Cc1cc(C)c(NC(=O)Cn2nc(-c3ccccc3)nc2-c2ccccc2)c(C)c1	-8	0	-1	-2	7	-4	0	5
Cc1ccccc1-c1nc(CS(=O)(=O)CC(=O)NCc2ccc(F)cc2)c(C)o1	-7	5	18	15	10	15	-5	-12
S=C(NCCc1ccccc1)N1CCN(C2CCCCC2)CC1	4	-27	-9	3	0	-3	1	0
Cc1cc(C)c(S(=O)(=O)Nc2ccccc2C(=O)OCC(=O)NCc2ccccc2)c(C)c1	21	8	4	11	-10	15	-4	16
O=C(NC12CC3CC(CC(C3)C1)C2)c1ccc([N+](=O)[O-])cc1	-1	-5	-4	2	5	-5	6	4
Cc1ccc(S(=O)(=O)NC(CC(C)C)C(=O)Oc2ccc3c4c(c(=O)oc3c2)CCC4)cc1 (stereo unspecified)	4	-10	3	6	17	0	-1	-21
CCn1nc(C)c(CN2CCC(C(=O)Nc3cccc(-c4cccc(Cl)c4)c3)CC2)c1C	-13	-3	20	29	-2	5	-7	26
CC1(C)OC(=O)C(=NNc2ccc(Cl)cc2)C(=O)O1	31	0	1	2	9	-2	-8	11
CCN(CC)S(=O)(=O)c1ccc(C(=O)NNC2=NS(=O)(=O)c3ccccc32)cc1	-14	10	2	-12	19	-6	-8	17
Cc1cc(N2CCCCCC2)nc2ccccc12	2	5	-6	0	-5	10	2	-4
CC(=O)c1c(C)[nH]c(C(=O)Nc2cccc(S(=O)(=O)N3CCCC3)c2)c1C	30	6	3	10	1	-5	-14	10
Cc1ccc(C(=O)NNC(=O)c2ccco2)cc1	-24	-28	-6	5	-12	-6	-4	-22
Cc1ccc(N(C(C)C(=O)Nc2cc(Cl)ccc2Oc2ccccc2)S(C)(=O)=O)cc1 (stereo unspecified)	12	10	7	2	13	35	-6	21
CCOC(=O)Oc1ccc2c(c1)C(C)=CC(C)(C)N2C(=O)OCC	-8	1	3	3	1	0	-2	6
COc1ccc(C(c2nnnn2Cc2ccccc2)N2CCN(C(=O)c3ccco3)CC2)cc1OC (stereo unspecified)	6	-2	7	-1	-3	9	-6	17
O=C(Nc1ccc(S(=O)(=O)N2CCCC2)cc1)c1ccc(Cl)nc1	14	-6	0	0	11	5	0	14
CCOCCc1nnc(N)s1	1	1	-6	-2	11	-2	-6	14
CCOC(=O)c1c(NC(=O)c2ccccc2)sc2c(O)c(CN(CC)CC)ccc12	11	7	5	12	-10	22	8	-13
O=S(=O)(NCC(c1cccnc1)N1CCOCC1)c1ccccc1 (stereo unspecified)	0	-7	-4	0	9	2	3	-2
Cc1nn(Cc2ccc(C(=O)NC3CCCCC3)o2)c(C)c1Br	-10	12	-3	25	20	-1	8	10
O=C(Cc1ccc(F)cc1)Nc1ccc(Cl)cn1	-13	-16	4	0	-37	-3	-18	-2
COc1ccccc1Nc1nc(NCCO)nc(N2CCCC2)n1	9	12	0	8	8	-14	-1	-3
COCCNC(=S)NNC(=O)c1cc(-c2cccnc2)nc2ccccc12	3	-8	1	-3	4	5	-2	15
O=C1CN(C(=O)c2ccc(Br)o2)C(c2ccccc2)c2cc(F)ccc2N1 (stereo unspecified)	-5	26	12	5	7	-2	0	2
Cc1ccc(N2CCN(C(=O)CN3C(=O)c4ccccc4C3=O)CC2)cc1	18	-6	0	-8	-12	-6	-12	-7
COc1cc(C[C@H](C)[C@H](C)Cc2ccc3c(c2)OCO3)ccc1O	-13	-12	9	8	8	23	-2	7
COCCCn1c(=N)c(C(N)=S)cc2c(=O)n3cccc(C)c3nc21	-6	6	26	1	2	31	5	21
CCNS(=O)(=O)c1ccc2nc(NC(=O)/C=C/c3cc(OC)c(OC)c(OC)c3)sc2c1	7	2	25	1	3	-2	5	17
Cn1nc(C(=O)N2CCN(c3ccccc3F)CC2)c2c1-c1ccccc1S(=O)(=O)C2	0	12	6	8	4	-6	-2	13
CSCCC(NS(=O)(=O)c1ccc2c(c1)oc(=O)n2C)C(=O)NC1CCC(C)CC1 (stereo unspecified)	-2	-14	-2	11	-2	-3	5	3
NS(=O)(=O)c1cc(C(=O)NCCOc2ccccc2)c(Cl)cc1Cl	-24	-9	2	-3	17	0	-6	2
Cc1ccc[n+](CC(=O)Nc2ccc([N+](=O)[O-])cc2)c1	-13	-22	-7	-4	13	-10	3	1
CCOC(=O)C1=NN(c2ccccc2)C2C(=O)N(c3ccccc3OC)C(=O)C12 (stereo unspecified)	-1	-3	-16	-1	-13	4	-2	-2
CCN1CCN(C(c2cccs2)C(C)NC(=O)NC2CCCCC2)CC1 (stereo unspecified)	-4	12	-1	0	-15	-5	-10	7
COCc1cc(C)nc(NC2CCCCC2)c1C#N	7	-7	12	6	-11	0	-17	9
COc1cccc(/C=C2/CN(C)CC3=C2OC(N)=C(C#N)C3c2cccc(OC)c2)c1 (stereo unspecified)	7	6	19	-15	-2	6	0	4
O=C1CN=C(Nc2ccccc2Cl)N1c1ccccc1	15	15	13	-2	-13	-7	6	-5
CCOc1ccc(N(C(C)C(=O)N2CCOCC2)S(C)(=O)=O)cc1 (stereo unspecified)	-21	-10	-5	-3	-13	8	-14	4
COc1cc(Br)cc(C2C3=C(CCCC3=O)N(c3ccc(F)cc3)C3=C2C(=O)CCC3)c1O	29	-11	19	-8	-12	-4	1	2
Cc1ccc(NC(=O)c2ccc(Nc3ccccc3F)nc2)cc1	-47	-21	-4	-2	-48	28	-2	13
Cc1ccc(NC(=O)CSc2nnc(-c3cc(C)[nH]n3)n2N)c(C)c1	-6	21	-7	0	-5	1	-9	7
C=CCn1c(=O)c2ccc(C(=O)NCc3ccccc3)cc2n(Cc2ccc(C)cc2)c1=O	23	-3	0	-5	-9	4	10	11
Cc1cccc(N2CCN(C(=O)C(Cc3ccccc3)n3cccc3)CC2)c1C (stereo unspecified)	-9	-3	15	4	8	18	4	27
CC1(C)C2CCC1(CS(=O)(=O)N1CCN(c3ccccc3F)CC1)C(=O)C2 (stereo unspecified)	-14	34	5	-5	2	9	0	11
Cc1cc(OCc2cc(C(=O)N(C)Cc3nonc3C)no2)cc(C)c1Cl	-20	-12	20	0	-2	2	-10	30
CCCCNC(=O)C1CC(=O)N(CCc2ccc(C)cc2)C1 (stereo unspecified)	9	-7	-4	8	-8	9	4	5
CC(CCc1ccccc1)NC(=O)COC(=O)C12CC3CC(CC(Br)(C3)C1)C2 (stereo unspecified)	19	-1	25	7	11	-5	0	27
CC(/C=N/NC(=O)Cc1cccs1)=C\c1ccccc1	-68	-59	10	4	-66	-5	-15	7
Cc1cc(C)n(CCC(=O)N/N=C/c2cccc([N+](=O)[O-])c2)n1	11	8	-6	2	4	1	-5	7
COc1cc(C(=O)NCCNC(=O)c2cc(OC)c(C)c(OC)c2)cc(OC)c1C	5	12	0	-2	14	-11	6	2
COc1ccc(Cl)cc1-c1nc(SCC(=O)NC2CCS(=O)(=O)C2)n[nH]1 (stereo unspecified)	13	-8	-7	23	3	-9	-1	7

Gathered by group: those above containing two or more sulfur atoms
SMILES	697 NFkB inh	Gli-Sufu block	Apaf-1 inh	UBC13 polyUb	Jurkat NFkB inh	EBI2 antag	SENP8 inh	CCR6 antagonist
Cc1cccc(CCNS(=O)(=O)c2ccc3c(c2)NC(=O)C(C)S3)c1 (stereo unspecified)	-26	2	15	-6	1	-3	-5	12
CCN(CC)S(=O)(=O)c1ccc(C(=O)NNC2=NS(=O)(=O)c3ccccc32)cc1	-14	10	2	-12	19	-6	-8	17
CCNS(=O)(=O)c1ccc2nc(NC(=O)/C=C/c3cc(OC)c(OC)c(OC)c3)sc2c1	7	2	25	1	3	-2	5	17
CSCCC(NS(=O)(=O)c1ccc2c(c1)oc(=O)n2C)C(=O)NC1CCC(C)CC1 (stereo unspecified)	-2	-14	-2	11	-2	-3	5	3
COc1ccc(Cl)cc1-c1nc(SCC(=O)NC2CCS(=O)(=O)C2)n[nH]1 (stereo unspecified)	13	-8	-7	23	3	-9	-1	7

(more compounds)
SMILES	697 NFkB inh	Gli-Sufu block	Apaf-1 inh	UBC13 polyUb	Jurkat NFkB inh	EBI2 antag	SENP8 inh	CCR6 antagonist
Cc1[nH]c2ccccc2c1C(=O)CSc1ccc(F)cc1	-20	-14	12	0	-26	6	-7	10
CC1=C(c2ccccc2)SC2=NCCN21	-7	3	1	1	-9	9	-1	7
NC(=S)N/N=C/c1coc2ccc(Br)cc2c1=O	-5	-5	12	-6	4	-9	3	12
Cc1cc(C)n2nc(C(=O)N3CCCC(N4CCN(c5ccccc5C)CC4)C3)cc2n1 (stereo unspecified)	-48	20	7	-3	14	-1	2	5
Cc1[nH]c2ccc(F)cc2c1CCN(Cc1ccncc1)C(=S)Nc1ccc(F)cc1	-27	15	23	8	-2	9	-14	4
CCN1C(=O)[C@H]2[C@@H](c3ccc(-c4ccc(F)cc4)c(OC)c3)N[C@@](Cc3ccccc3)(C(=O)OC)[C@H]2C1=O	28	-5	21	-3	0	19	11	16
O=S(=O)(CC(O)COc1ccc(Br)cc1)c1ccccc1 (stereo unspecified)	0	2	-7	2	4	45*	-2	12
COc1ccc(NC(=O)C(=O)N/N=C/c2cccnc2)c(OC)c1	13	3	-3	4	4	-12	-1	-8
CCCCN1C2=NCCCN2c2cc(C)c(C)cc21	-79	64*	4	4	9	-5	-8	-3
O=C(COC(=O)CCNS(=O)(=O)c1cccs1)Nc1cc(C(F)(F)F)ccc1Cl	15	3	2	11	3	-10	-1	9
CCC(C)(CC(=O)N(C)CCC#N)c1ccccc1 (stereo unspecified)	0	1	5	-2	-14	4	-4	8
O=C(NCc1ccccn1)Nc1ccc(Br)cc1	-4	-7	5	0	-4	-4	4	3

Entries listed above that bear a hit mark in EBI2 antag.
| SMILES | 697 NFkB inh | UBC13 polyUb | Jurkat NFkB inh | EBI2 antag | CCR6 antagonist |
| --- | --- | --- | --- | --- | --- |
| O=S(=O)(CC(O)COc1ccc(Br)cc1)c1ccccc1 (stereo unspecified) | 0 | 2 | 4 | 45* | 12 |

(more compounds)
SMILES	697 NFkB inh	Gli-Sufu block	Apaf-1 inh	UBC13 polyUb	Jurkat NFkB inh	EBI2 antag	SENP8 inh	CCR6 antagonist
Cc1cccc(NC(=S)N/N=C/c2cccc([N+](=O)[O-])c2)c1	-41	2	16	-8	-9	6	-7	6
COc1ccc(OCC(=O)OC(C)CN2CCOCC2)cc1 (stereo unspecified)	27	3	-9	6	2	1	-1	10
CCOC(=O)Cn1c(C(=O)OCC)cc2sccc21	6	2	0	-6	-15	-2	-1	-6
Cc1ccc2cc(C#N)c(N3CCN(C(=O)c4ccccc4)CC3)nc2c1	-9	14	12	7	-14	-6	-10	-10
CCOc1ccccc1OCCCNCc1ccccc1	-11	33	-9	-4	-8	0	-7	-6
Cc1cccc(C)c1NC(=O)Cn1c(=O)n(CCCC(=O)NCc2ccco2)c(=O)c2sccc21	1	1	-19	16	-7	0	-5	5
Cc1ccc(N(C(=O)c2csnn2)C(C(=O)NC2CCCC2)c2ccccn2)c(C)c1 (stereo unspecified)	24	2	-3	2	0	-2	1	-13
